# NOD1 NF-kB reporter – NOD1 signaling inhibitors, primary screen, cell-based, luminescence, uHTS (AID 1578). NOD1-driven NF-kB luciferase reporter cells, luminescence; higher % means a stronger effect. inhibition, % at 4 µM; hits with a dose series show EC50 in µM. 290,000 compounds, 1% hits; in the data active = inhibition mostly above about 36%, no sharp cut-off; inactive = mostly below about 34%;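 also: HEK-293T reporter cells stimulated with the NOD1 agonist gamma-tri-DAP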
# Autophagy HCS – alters autophagy in cells; MEF GFP-LC3 puncta imaging; test concentration mostly 10 µM; calls only at 10 µM (by protocol); AID 463193; 190,000 compounds, 0.98% hits;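 active = percentage of spot-positive cells more than 3 SD above its plate mean, without a fluorescence outlier flag or 80% toxicity; inconclusive = no clear call, values can overlap the other calls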;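 also: spot-positive cell cutoff set from DMSO-treated cells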
# NOD2 inhibition – inhibition of NOD2-driven NF-kB reporter – cell-based, luminescence, uHTS, HEK293 (AID 1566); HEK293 NOD2/NF-kB luciferase reporter, luminescence; higher % means a stronger effect; one-dose inhibition, % at 4 µM; EC50 in µM for titrated hits; 290,000 compounds, 0.63% hits; in the data active = inhibition above about 50%; also: many of its hits are not listed in these tables
# Insulin prom up – MIN6 insulin promoter up-regulation | MIN6 insulin promoter-GFP reporter, high-content imaging; stronger effect = higher value | z-score at 5 µM | 190,000 compounds, 0.3% hits | AID 1625;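 active = z-score above 3 at 5 µM with at least 500 cells counted in the well; inconclusive = wells under 500 cells, flagged as cytotoxic or low count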
# Dynein transport – blocks dynein driven cargo transport along microtubules | z-score, hits read low | 3617.4 mouse cells, GR-EGFP nuclear translocation imaging; test concentration mostly 20 µM; stimulated with dexamethasone, 1 µM; stronger effect = lower value | 220,000 compounds, 0.47% hits;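 active = plate z-score of nuclear minus cytoplasmic receptor signal below a set negative limit, without overly bright fluorescence or cell loss, cut at about -3.5 in these data, passing the limit was not always enough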;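 also: z-score of nuclear minus cytoplasmic ring GR-EGFP intensity difference per well; some compounds called inactive have numbers as strong as hits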
#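 Buffer or medium: tet-free, stripped-serum medium; reagent: dexamethasone at 1.0 µM final, 30 min; incubation: 48 h induction, 1 h compound, 30 min dex at 37 °C; measured by: formaldehyde fixation, Hoechst nuclear stain, 10x automated fluorescence imaging; read-out: nuclear-to-cytoplasmic GR-EGFP distribution per well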
# MT stabilize HCS – microtubule stabilization, imaging screen; HeLa tubulin immunostaining HCS, 24 h; share of cells brighter than vehicle mean+2SD; % tubulin-high responders, % at 10 µM; 200,000 compounds, 0.83% hits;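 active = plate Z-score above 3 for both tubulin-high and condensed-nucleus cell shares, with cell loss under 80%, at 10 µM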;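 also: anti alpha tubulin signal scored within the nucleus-defined area of each cell; some results filed as inactive read as strong as hits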
# Yfh1-off respiration – mitochondrial function rescue without frataxin homolog – Friedreich's ataxia, plus single-dose screen, dose response (AID 1465). one-dose fold induction at 50 µM; EC50 in µM for titrated hits. S. cerevisiae Yfh1-off respiration, WST-1 reduction, 72 h; higher fold induction means a stronger effect. 220,000 compounds, 0.074% hits;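 active = fold induction of absorbance versus untreated yeast above a set limit, then at least 30% activation at any dose in follow-up; inconclusive = repeats straddling the limit, or above it without dose testing; inactive = fold induction below the set limit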;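 also: activators that raise dye reduction in frataxin-depleted yeast; strong numbers were not always called active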
# M17LAP inhibition – P. falciparum M17LAP inhibitors, primary screen, biochemical, fluorogenic H-Leu-NHMec substrate, 1536-well (AID 1619). inhibition, % at 30 µM, or IC50 in µM where a hit was titrated. recombinant M17LAP, H-Leu-NHMec fluorogenic kinetic assay; higher % means a stronger effect. 220,000 compounds, 0.38% hits;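 active = compound inhibiting the enzyme by more than half at any dose during confirmatory dose-response retesting; inconclusive = strong single-dose inhibitors picked by rank but not retested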;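 also: plate controls were full reaction with DMSO carrier for no effect and no enzyme background for full effect; strong numbers were not always called active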
# bCat nuc transl – modulators of beta-catenin nuclear translocation; HeLa beta-catenin nuclear translocation, immunofluorescence imaging; nuclear translocation activity, % at 5 µM; 190,000 compounds, 0.3% hits; AID 1665;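 active = nuclear translocation activity above 50% at 5 µM, with a well cell count of 50 or more; inconclusive = wells under 50 cells across six images, flagged as toxic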;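 also: per-cell ratio of nuclear to cytoplasmic median beta-catenin stain intensity; plate controls were DMSO negative control for no effect and GSK-3 inhibitor IX positive control for full effect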
#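 Read-out: Nuclear/cytoplasmic beta-catenin signal ratio, % activation | Assay system: Human HeLa cell line | Times: 24 h compound exposure at 37°C, 5% CO2 | Signal: Fluorescence imaging of beta-catenin antibody stain plus DAPI | Dosing: 5 µM primary, 0.02–20 µM confirmation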
# Dynein transport cytoplasmic EGFP – second read-out of Dynein transport, no call of its own (marks repeat the call); z-score; measured here: cytoplasmic GR-EGFP intensity; stronger effect = higher value
# Dynein transport nuclear GR-EGFP – recorded beside Dynein transport, whose call it bears; z-score; measured here: nuclear GR-EGFP intensity;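 lower value marks the stronger effect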
# Dynein transport cell count – also measured in Dynein transport; calls as there; z-score; measured here: cell count per field
# Insulin prom up cell count – further read-out of Insulin prom up, marked with its call; cell count; measured here: cytotoxicity, nuclei count;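 total cells summed across four imaged fields per well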
# bCat nuc transl cell count 5 µM – also measured in bCat nuc transl; calls as there; cell count; measured here: cell count, cytotoxicity flag
# MT stabilize HCS Hoechst-high % – recorded beside MT stabilize HCS, whose call it bears; % Hoechst-high responders; measured here: nuclear condensation Hoechst responders;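 share of cells brighter than vehicle mean plus two SD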
# MT stabilize HCS cytotoxicity % – second read-out of MT stabilize HCS, no call of its own (marks repeat the call); toxicity, %; measured here: cytotoxicity by cell density;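 0% = mean cell density of plate MIN control wells and 100% = no cells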
# Autophagy HCS cell loss 18 h – further read-out of Autophagy HCS, marked with its call; toxicity, %; measured here: cell loss, nuclei count;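 cell loss after 18 h compound exposure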
# Numbers without * were called inactive; i = inactive; ? = inconclusive; · = no result given; + = active, no number. The list is partial. The share of hits here may be higher or lower than overall.
SMILES,NOD1 NF-kB reporter,Autophagy HCS,Autophagy HCS cell loss 18 h,NOD2 inhibition,Insulin prom up,Insulin prom up cell count,Dynein transport,Dynein transport cytoplasmic EGFP,Dynein transport nuclear GR-EGFP,Dynein transport cell count,MT stabilize HCS,MT stabilize HCS Hoechst-high %,MT stabilize HCS cytotoxicity %,Yfh1-off respiration,M17LAP inhibition,bCat nuc transl,bCat nuc transl cell count 5 µM
COc1ccc(N2CCN(c3n[nH]c(N)n3)CC2)cc1,4%,i,5,-2%,0.75,1487,-0.34,-0.18,-0.043,0.29,1.9,2.1,4.1,i,1%,0.1,1374
CCN(CC(=O)NCc1ccc(F)cc1)C(=O)COc1ccc(C)c(C)c1,-20%,i,13,7%,-0.53,1416,2.6,-0.1,1.2,-2.2,5.7,2.1,2.4,i,41%,-1.9,580
COc1cc(C=C2C(=O)OC(c3ccccc3)OC2=O)cc(Br)c1O (stereo not given),-7%,i,-1,0%,0.04,1158,0.5,-0.25,0.39,-0.49,1.9,1.2,1.8,i,34%,·,·
CCCN1CCN(C(=S)Nc2ccc(SC(F)F)cc2)CC1,-14%,i,8,1%,0.12,1408,-0.29,-0.2,-0.12,0.19,2.8,2.4,9.4,i,14%,1.3,1064
CSCCC(NC(N)=O)C(=O)N(C)CC(=O)Nc1ccc(C)cc1 (stereo not given),8%,i,14,10%,-0.28,1277,0.15,-0.21,0.046,0.13,1.2,2.6,9.4,i,12%,1.0,956
CCCn1nnc(NC(=O)c2cccc(OCC)c2)n1,-15%,+,27*,-10%,0.33,1266,-0.47,-0.16,-0.18,1.1,2.0,1.5,4.1,i,-4%,·,·
CCOc1ccc(CNc2nc3ccccc3n2CCN2CCOCC2)cc1,-34%,i,-2,-1%,-0.74,1309,-1,-0.26,-0.48,1.1,2.6,1.5,6.1,i,6%,-1.9,547
Cc1ccc(/C(N)=N/OC(=O)c2ccc(C)cc2Cl)cc1,-26%,i,15,12%,-0.4,1241,-0.66,-0.28,-0.45,0.14,5.4,2.6,7.8,?,8%,0.9,987
O=C(CN(c1cccc(Cl)c1)S(=O)(=O)c1ccccc1)NN=C1CCCC1,-24%,i,-32,12%,0.68,1295,-0.58,-0.29,-0.1,1,2.3,3.3,8.9,i,5%,0.6,1071
Cc1cc(C)c2cc(C(=O)N3CCC(Cc4ccccc4)CC3)[nH]c2c1,-10%,·,·,-2%,-0.12,1027,0.43,-0.24,1.2,-1.3,·,·,·,i,-4%,-1.3,1300
CC1Cc2ccccc2N1C(=O)CN1CCC(n2nnc3cc(C(F)(F)F)ccc32)CC1 (stereo not given),24%,i,3,-6%,·,·,0.11,-0.21,0.73,0.56,1.8,1.6,4.6,i,5%,·,·
COc1ccccc1NC(=O)O/N=C(\N)c1ccccc1,-2%,·,·,-20%,0.45,1024,2.2,-0.73,1.4,-0.78,·,·,·,i,-17%,-0.2,1294
CCCCS(=O)(=O)C1CCS(=O)(=O)C1 (stereo not given),-32%,i,0,3%,·,·,1.1,-0.25,0.6,-0.5,4.5,2.2,6.2,i,12%,-1.7,541
CCCCOC(=O)/C(=C\c1ccc([N+](=O)[O-])o1)NC(=O)c1ccccc1,-8%,i,26,22%,0.14,993,-0.47,-0.044,-0.39,0.66,2.7,2.3,6.9,i,3%,6.0,1158
O=C(NN=C1CCCC1)c1cc(-c2ccc(F)cc2)nc2ccccc12,-19%,i,4,-2%,0.04,1319,-0.84,-0.25,-0.52,1.6,2.6,3.3,6.6,i,15%,-0.1,1128
CC1Cc2ccccc2N1S(=O)(=O)c1cccc(C(=O)c2nccn2C)c1 (stereo not given),5%,i,14,0%,-1.1,856,-0.98,0.33,-0.53,0.42,2.7,2.0,14,i,1%,-6.0,1187
CCOC(=O)N1CCN(C(c2ccc(F)cc2)c2sc3nc(C)nn3c2O)CC1 (stereo not given),-21%,i,-7,-3%,0.03,1488,0.15,-0.18,0.28,-0.15,3.6,2.5,5.4,i,-2%,-0.6,1085
NC(=O)COC(=O)c1oc2ccccc2c1CSc1ccc(Cl)cc1,8%,i,21,15%,-0.19,1172,0.7,-0.26,0.51,-0.44,4.3,1.5,0.7,i,-5%,0.2,923
COc1ccc(C(=O)N(Cc2ccco2)Cc2cccs2)c(O)c1,29%,i,-4,9%,0.01,1088,0.44,-0.0032,0.32,-1.4,6.2,2.7,4.4,i,-3%,-2.4,1067
COC(=O)COc1cc2ccccc2cc1C(=O)Nc1ccccc1,-10%,i,10,8%,0.38,1415,-0.4,-0.31,0.37,-0.15,3.1,2.9,0.4,i,0%,0.0,1482
CN(C)c1ccc(/C=N/NC(=S)NCc2ccco2)cc1,-29%,i,-2,15%,0.04,1220,-0.95,-0.057,-0.63,0.41,5.4,2.5,4.7,i,-6%,2.6,502
O=C(Cc1ccccc1)NNc1c2ccccc2nc2ccccc12,-24%,i,5,19%,-1.3,1672,-0.79,-0.32,0.2,-0.098,4.4,2.7,13,i,4%,1.0,967
O=C(NCC1CCCO1)C1CCN(C2CCN(C(=O)Cc3ccsc3)CC2)CC1 (stereo not given),-3%,i,4,23%,-1.1,1506,0.75,-0.26,0.56,-0.53,3.4,1.8,8.1,i,2%,0.0,1060
Cc1ccc(SCC(=O)N2CCOCC2)cc1,-38%,i,-13,-16%,0.2,1140,0.042,-0.22,0.26,0.35,2.1,2.7,7.2,i,-8%,2.7,1031
COC(=O)COc1cccc2c(=O)n(CC(=O)NCCc3ccc(OC)c(OC)c3)ccc12,40%,i,-2,20%,0.52,1006,3.8,0.061,4,-2.3,5.9,3.3,8.8,i,-11%,-1.1,542
CCCN(CCC)CCCNC(=O)CNC(=O)c1nn(-c2ccc(OC)cc2)c(=O)c2ccccc12,-28%,i,-2,11%,0.61,1174,1.4,-0.28,0.93,-0.72,3.1,3.0,8.2,i,-1%,-3.5,1097
COc1ccc(C(=O)N(CN2CCCC2=O)c2ccccc2OC)cc1OC,·,i,3,0%,1.6,1199,-0.14,-0.26,0.42,1.4,4.7,1.5,3.2,i,3%,·,·
Cc1ccnc(NC(=O)/C=C/c2cccs2)c1,-32%,i,13,-108%,-0.01,1451,1.1,-0.24,0.36,-0.15,14*,23*,31*,·,4%,2.3,1102
N#Cc1c(/N=C/c2ccc(Br)s2)sc2c1CCC2,-33%,i,-3,-6%,0.33,1286,-0.97,0.88,-0.26,1.4,2.5,2.6,3.5,·,1%,-2.2,1192
CC1CCC2(CC1)NC(=O)N(NC(=O)CCl)C2=O (stereo not given),3%,i,-3,19%,0.4,1062,-0.41,-0.33,-0.19,0.16,3.2,4.9,4.5,i,-10%,8.5,1125
CCC(C)NC(=O)CSc1nc(-c2cccs2)cc(C(F)(F)F)n1 (stereo not given),15%,i,-6,7%,1.3,915,-0.77,-0.27,0.061,0.94,2.1,1.1,5.8,i,9%,·,·
CN(C)c1ccc(C(=O)OCC(=O)NCCC2=CCCCC2)cc1,-26%,i,4,2%,-0.34,1215,-1,-0.28,-0.21,1.3,2.4,2.5,7.0,i,-6%,-2.6,1037
CCn1c(=N)n(CC(=O)OC)c2ccccc21,7%,i,5,5%,-0.19,861,0.18,-0.2,0.65,0.031,4.6,1.2,4.6,i,-1%,-0.2,1201
COc1ccc2nc(C)cc(SCC(=O)OC(C)C)c2c1,-10%,i,-3,27%,·,·,0.21,-0.2,0.075,-0.13,1.3,2.5,10,i,-1%,-0.1,1565
COc1ccc2c(c1)CCc1c(C(=O)NCc3ccco3)noc1-2,-36%,i,-13,-60%,-1.2,1331,-2,0.65,-0.36,0.78,2.6,1.6,2.8,i,-9%,·,·
Cc1cccc(NC(=O)COC(=O)c2ccccc2-c2nc3ccccc3s2)c1C,-13%,i,2,-20%,0.36,1287,-0.1,-0.26,-0.29,-0.5,2.4,2.4,8.2,i,-3%,-0.7,1124
COc1ccc(Cc2nnc(NC(=O)Cc3cccs3)s2)cc1OC,-6%,i,-4,8%,0.18,1434,-0.15,-0.21,0.19,-0.071,3.9,3.1,1.5,i,-3%,0.4,1231
COc1ccc(N2CCN(S(=O)(=O)c3cc(C)ccc3OC)CC2)cc1,-32%,i,9,16%,-0.67,1540,0.52,-0.26,0.35,0.31,2.5,2.1,6.0,i,-2%,-1.5,948
N/C(=N\S(=O)(=O)c1ccccc1)c1ccc([N+](=O)[O-])cc1,-1%,i,-11,4%,0.16,1232,0.93,-0.28,0.11,-0.76,2.8,1.8,2.4,i,-1%,-3.3,524
CC(=O)CSc1ccc(-c2nc3cc(C)c(C)cc3[nH]2)cn1,58%*,i,13,36%,-0.01,1491,0.82,-0.26,0.047,0.98,2.5,3.2,12,i,6%,0.0,1576
